EBI2 antag: EBI2 receptor antagonists, beta-arrestin recruitment, primary screen, cell-based, luminescence, 7a,25-OHC stimulation, uHTS | G-protein coupled receptor 183 (Homo sapiens), P32249 | 7a,25-OHC stimulated | inhibition, % at 5 µM | hit rate 0.81% among 360,000 | AID 651636, 2012; in the data active = inhibition above about 38%;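 note: enzyme fragment complementation signal reports receptor beta-arrestin coupling in cells; 0% = agonist plus DMSO wells and 100% = wells without agonist; some results beyond the cut were filed as inactive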
CCR6 antagonist: CCR6 receptor antagonists, primary screen, cell-based, CHO-K1, luminescence, beta-arrestin, uHTS; CHO-K1 CCR6 PathHunter beta-arrestin, CCL20-stimulated; AID 493098, 2011; C-C chemokine receptor type 6 (Homo sapiens), P51684; hit rate 0.49% among 340,000; inhibition, % at 20 µM;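 active = compounds whose inhibition of the agonist-driven luminescence signal at 20 µM reaches about 50%, limit read from the data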;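 note: cells stimulated with CCL20 at 14 nM final; plate controls were DMSO with CCL20 for no effect and DMSO without agonist for full effect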
Jurkat NFkB inh: inhibitors of induced NF-kB luciferase reporter, primary screen, TCR NF-kB activation inhibitor project, cell-based, luminescence, uHTS | hit rate 0.53% among 330,000 | inhibition, % at 4 µM | Jurkat, PMA/ionomycin-induced NF-kB luciferase reporter; in the data active = inhibition above about 50%
697 NFkB inh: inhibitors of PMA/ionomycin-induced NF-kB reporter, 697 cells, primary screen, B-cell NF-kB inhibitor project, cell-based, luminescence, uHTS | hit rate 0.33% among 330,000 | 697 B-cell NF-kB luciferase reporter, 16 h | inhibition, % at 4 µM; in the data active = inhibition above about 35%
Mdm2 MdmX PPI: inhibitors of human Mdm2-MdmX association, primary screen, cell-based, luminescence, split luciferase, SaOS-2, uHTS; inhibition, % at 8 µM; hit rate 3% among 330,000; SaOS-2 split-luciferase Mdm2/MdmX complementation; Protein Mdm4 (Homo sapiens) + E3 ubiquitin-protein ligase Mdm2 (Homo sapiens), …; AID 485346, 2010;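 active = inhibition of at least 50% at 8 µM in the primary screen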
Target sequence (O15151 whole entry, looked up): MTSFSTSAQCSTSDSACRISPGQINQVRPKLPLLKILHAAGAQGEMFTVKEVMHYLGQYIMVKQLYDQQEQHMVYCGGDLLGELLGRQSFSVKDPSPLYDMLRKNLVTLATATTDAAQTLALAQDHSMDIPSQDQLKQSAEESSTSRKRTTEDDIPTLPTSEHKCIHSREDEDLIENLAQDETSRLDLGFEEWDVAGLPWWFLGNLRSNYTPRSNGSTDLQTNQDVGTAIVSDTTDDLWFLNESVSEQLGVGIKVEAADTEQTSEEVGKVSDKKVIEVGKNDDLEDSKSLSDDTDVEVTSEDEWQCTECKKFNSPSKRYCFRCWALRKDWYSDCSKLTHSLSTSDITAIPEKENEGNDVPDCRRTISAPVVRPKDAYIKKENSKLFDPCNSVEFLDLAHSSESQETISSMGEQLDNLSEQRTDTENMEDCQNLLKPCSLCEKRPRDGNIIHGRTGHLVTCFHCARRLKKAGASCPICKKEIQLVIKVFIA
Target sequence (Q00987 whole entry, looked up): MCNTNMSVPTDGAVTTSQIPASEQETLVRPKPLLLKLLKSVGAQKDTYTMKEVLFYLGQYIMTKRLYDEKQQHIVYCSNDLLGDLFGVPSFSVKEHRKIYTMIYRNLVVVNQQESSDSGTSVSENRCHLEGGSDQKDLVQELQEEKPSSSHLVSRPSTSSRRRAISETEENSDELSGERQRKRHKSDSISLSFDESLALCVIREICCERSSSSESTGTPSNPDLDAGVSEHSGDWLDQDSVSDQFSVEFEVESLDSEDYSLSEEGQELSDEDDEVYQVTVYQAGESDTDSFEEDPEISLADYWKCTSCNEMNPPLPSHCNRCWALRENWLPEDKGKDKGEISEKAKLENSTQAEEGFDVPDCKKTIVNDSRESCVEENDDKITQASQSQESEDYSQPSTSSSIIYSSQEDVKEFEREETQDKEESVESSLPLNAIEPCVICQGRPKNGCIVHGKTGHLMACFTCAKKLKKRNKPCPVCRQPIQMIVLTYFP
UPR XBP1 act: activators of adaptive XBP1 UPR arm, primary screen, cell-based, CHO-XBP1 luciferase reporter, luminescence, uHTS; IRE1-XBP1 UPR activation; percent of tunicamycin response, DMSO as zero; activation, % at 20 µM; hit rate 0.33% among 330,000;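 active = versus positive control, 20 µM dose yields 30% or more activation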;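 note: 100% = tunicamycin at 10 µg/mL and 0% = DMSO only wells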
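Material: CHO-XBP1 cells stably carrying IRE1-XBP1-driven luciferase reporter | Medium: F12 with 10% serum | Compound dosing: 20 µM single concentration, DMSO 1% | Incubation: Overnight seeding at 37 °C, 6 h compound treatment at 37 °C | Detection: Steady-Glo luminescence read | Read-out basis: % activation of reporter signal versus tunicamycin and DMSO controls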
Gli-Sufu antag: Gli-Sufu pathway antagonists, primary screen, luciferase luminescence, Sufu-KO-LIGHT cells, uHTS; Sufu-KO-LIGHT fibroblasts, Gli luciferase reporter luminescence; inhibition, % at 5 µM; hit rate 0.74% among 340,000;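 active = inhibition above about 55%, limit read from the data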;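 note: 0% = DMSO-treated cells and 100% = wells with medium but no cells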
CXCR6 inh: CXCR6 receptor inhibitors, primary screen, cell-based, beta-arrestin, luminescence, CHO-K1 PathHunter, 1536-well. hit rate 0.36% among 360,000. inhibition, % at 20 µM. C-X-C chemokine receptor type 6 (Homo sapiens), O00574; in the data active = inhibition above about 34%, passing the limit was not always enough;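 note: antagonist mode with CXCL16 agonist at 10 nM final; 0% = 10 nM CXCL16 with DMSO and 100% = unstimulated wells without agonist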
CHOP UPR activ: activators of apoptotic CHOP UPR arm, primary screen, cell-based, CHO-CHOP luciferase reporter, luminescence, uHTS; UPR activation; percent of tunicamycin response over DMSO baseline; AID 449763, 2010; activation, % at 10 µM; hit rate 0.34% among 330,000;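 active = at 10 µM dose, activation of 40% or more, normalized to positive control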;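 note: 100% = tunicamycin at 10 µg/mL and 0% = DMSO alone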
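Assay system: CHO-CHOP cells, stable luciferase reporter of PERK-eIF2a-CHOP signalling / Buffer or medium: F12 plus 10% serum / Compound dosing: one dose, 10 µM in 0.5% DMSO / Times: 6 h compound treatment, 37 °C / Technique: luciferase luminescence / Read-out: % reporter activation, DMSO baseline versus tunicamycin full activation / Benchmarks: tunicamycin and DMSO controls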
Active calls of the source: *; . = no result given. An unsorted share of the library; overall some 5% were active at least once.

(1) Cc1nc(C(C)N(C)Cc2c(C(=O)N3CCCCC3)nc3c(C)cccn23)c(C)s1 (configuration not stated)
(2) COc1cc(NC(=O)CN2CC(c3ccccc3)CC2=O)cc(OC)c1 (configuration not stated)
(3) COc1ccccc1C(=O)C1CCCN(C(=O)c2ccccn2)C1 (configuration not stated)
(4) CCCCC(=O)NNC(=S)NC(=O)c1ccc(C)cc1
(5) CCOC(=O)NC(=S)c1ccc[nH]1
(6) CCn1c(=O)cc(SCC(=O)N2CCN(Cc3ccc4c(c3)OCO4)CC2)c2ccccc21
(7) CC(C)OCCCNC(=O)Cn1ncc2c(=O)oc3ccccc3c21
(8) C=CCN1C(=O)/C(=C2/Sc3ccc(OC)cc3N2C)SC1=Nc1ccccc1
(9) Cn1c(SCC(=O)NC2CC2)nnc1-c1cccs1
(10) CCN1CCN(Cc2ccc(NC(=O)CC3Oc4ccc(C)cc4NC3=O)cc2)CC1 (configuration not stated)
entry no.	1	2	3	4	5	6	7	8	9	10
EBI2 antag	-2	-5	0	-3	6	-9	-4	-29	5	3
CCR6 antagonist	12	9	7	49	26	-1	7	-11	2	-7
Jurkat NFkB inh	-6	17	14	-4	-6	9	0	7	9	-13
697 NFkB inh	1	9	11	2	-8	30	-19	6	-53	9
Mdm2 MdmX PPI	-19	5	23	41	4	42	2	5	-7	-8
UPR XBP1 act	-3	-2	2	-1	0	2	-3	10	-2	1
Gli-Sufu antag	12	-2	-3	8	-6	16	-7	-1	-16	2
CXCR6 inh	4	-3	-4	35	15	-6	4	-6	-4	4
CHOP UPR activ	2.5	-1.2	2.3	-1.9	0.5	-0.6	0.2	1.2	-1.5	-1.4

(11) O=C(O)c1cc(/C=C/C(=O)c2cc(F)ccc2O)c2c(c1)COCO2
(12) CCC(=O)OCCNc1cc(SCCC(=O)OC)c2nonc2c1[N+](=O)[O-]
(13) CCOC(=O)c1ccc(NC(=O)CC2SC3=NCCN3C2=O)cc1 (configuration not stated)
(14) CCOc1cc(C(=S)N2CCOCC2)ccc1OC(=O)c1ccccc1
(15) CCOC(=O)c1c(C)[nH]c(C)c1S(=O)(=O)N1CCOCC1
(16) O=C(CNC(=O)c1ccc(Br)o1)NCCc1ccc(F)cc1
(17) O=C(NC(=S)NCc1cccnc1)c1ccc([N+](=O)[O-])cc1
(18) COc1ccc(N(C(=O)c2snc(C(N)=O)c2N)C(C(=O)NC2CCCC2)c2cc(OC)ccc2OC)c(OC)c1 (configuration not stated)
(19) COc1ccc(OC)c(NC(=O)CCn2c(=S)[nH]c3ccccc3c2=O)c1
(20) CCc1ccc(NC(=O)Nc2cnccn2)cc1
entry no.	11	12	13	14	15	16	17	18	19	20
EBI2 antag	-1	-12	-6	-9	-7	-3	6	6	-5	0
CCR6 antagonist	11	64*	-3	5	-6	-2	0	3	15	-8
Jurkat NFkB inh	9	25	0	3	21	12	-13	-13	8	-47
697 NFkB inh	3	-10	3	-13	10	23	21	21	4	-49
Mdm2 MdmX PPI	-18	17	1	-10	-9	-9	7	-13	7	-73
UPR XBP1 act	-1	-2	-3	1	-2	-1	-2	1	0	2
Gli-Sufu antag	7	-2	29	-2	-25	-1	-15	37	-2	-42
CXCR6 inh	6	58*	0	0	-3	-1	-8	3	-7	-1
CHOP UPR activ	-0.7	0.1	3.2	1.2	0.9	-0.3	-2.8	-0.5	-0.6	3.9

(21) Cc1nnc(N/N=C/c2ccc(-c3ccccc3F)o2)n1N
(22) COc1cccc(NC(=O)C2C3C=CC4(O3)C2C(=O)N(CCCN2CCCC(C)C2)C4C(=O)NC2CCCCC2C)c1 (configuration not stated)
(23) CC(=O)N1CCN(C(=S)Nc2ccc(Oc3ccccc3)cc2)CC1
(24) COc1cc(/C=C/C(=O)OCC(=O)Nc2cc(S(=O)(=O)N(C)C)ccc2Cl)ccc1O
(25) O=S(=O)(Nc1cccnc1)c1cccnc1
(26) CCN(CC)CCCn1c(C)cc2c(c1=O)C(c1cccc(Cl)c1)C(C#N)=C(N)O2 (configuration not stated)
(27) COc1ccc(C)cc1NC(=O)CN1CCN(c2ccc(F)cc2)CC1
(28) O=C(c1ccco1)N1CCN(c2ncnc3c2cnn3-c2ccccc2)CC1
(29) COc1ccc(NC(=S)NC23CN4CN(CN(C4)C2)C3)c(OC)c1
(30) Cc1cccc(OCCN2C(=O)C(=O)c3cccc(C)c32)c1
entry no.	21	22	23	24	25	26	27	28	29	30
EBI2 antag	-8	-4	-7	2	-1	-4	5	-3	-7	-6
CCR6 antagonist	-1	4	-4	0	12	12	-17	-15	-1	0
Jurkat NFkB inh	-22	-2	7	4	.	.	19	-14	2	3
697 NFkB inh	-53	10	0	-9	.	.	-6	-5	1	-16
Mdm2 MdmX PPI	-9	15	-24	-8	.	.	-3	-37	17	24
UPR XBP1 act	8	-7	-2	4	.	.	2	-2	-4	1
Gli-Sufu antag	-30	15	5	-5	3	-79	0	-17	-1	-19
CXCR6 inh	-14	4	-4	-2	-1	12	-19	-8	11	-5
CHOP UPR activ	3.2	-0.6	1.5	0.0	.	.	-2.6	1.5	-0.2	0.6

An excerpt of these results, with each value named:
12	CCC(=O)OCCNc1cc(SCCC(=O)OC)c2nonc2c1[N+](=O)[O-]
  EBI2 antag: -12	CCR6 antagonist: 64*	Jurkat NFkB inh: 25	697 NFkB inh: -10	Mdm2 MdmX PPI: 17	UPR XBP1 act: -2	Gli-Sufu antag: -2	CXCR6 inh: 58*	CHOP UPR activ: 0.1
13	CCOC(=O)c1ccc(NC(=O)CC2SC3=NCCN3C2=O)cc1 (configuration not stated)
  EBI2 antag: -6	CCR6 antagonist: -3	Jurkat NFkB inh: 0	697 NFkB inh: 3	Mdm2 MdmX PPI: 1	UPR XBP1 act: -3	Gli-Sufu antag: 29	CXCR6 inh: 0	CHOP UPR activ: 3.2

New compounds follow
(31) COC(=O)CC1C(=O)NCCN1C(=S)Nc1ccccc1 (configuration not stated)
(32) CCC(CC)NC(=O)COC(=O)c1cc(Br)ccc1Cl
(33) COCCCN(C(=O)c1cc(-c2ccco2)nc2ccccc12)c1c(N)n(Cc2ccccc2)c(=O)[nH]c1=O
(34) CCOc1ccc(CN(C)CC(=O)Nc2ccc([N+](=O)[O-])cc2Cl)cc1
(35) N/C(=N/OC(=O)c1ccccc1Cl)c1ncc([N+](=O)[O-])s1
(36) CC(C)(CNC(=O)c1ccccc1NS(C)(=O)=O)N1CCCCC1
(37) COc1cccc(C=Nc2ccccc2C#N)c1O
(38) Cc1cc(C(=O)NNC(=O)CCCCC(=O)NNC(=O)c2cc(C)[nH]n2)n[nH]1
(39) COc1ccc(C(=O)Nc2nc3c(s2)Cc2cc(OC)ccc2-3)cc1
(40) OCC(Cc1ccc2c(c1)OCO2)C(CO)Cc1ccc2c(c1)OCO2 (configuration not stated)
entry no.	31	32	33	34	35	36	37	38	39	40
EBI2 antag	-4	3	7	7	-26	-13	-5	2	17	-1
CCR6 antagonist	-2	11	11	22	7	4	4	0	-9	-4
Jurkat NFkB inh	-3	16	0	-10	6	14	6	5	15	-11
697 NFkB inh	-12	8	-2	-5	-32	-1	15	11	16	22
Mdm2 MdmX PPI	-3	13	12	1	29	10	16	-24	-13	41
UPR XBP1 act	2	-3	0	-1	2	-3	-3	-2	-4	-3
Gli-Sufu antag	0	4	-13	9	-27	4	-9	-12	-42	15
CXCR6 inh	-4	7	-1	-7	-8	6	-4	-1	0	3
CHOP UPR activ	0.9	0.9	-0.6	0.5	28	1.9	-1.6	-1.3	-0.2	-2.8

(41) COCCN(C(=S)Nc1ccccc1C)C(C)c1cccnc1 (configuration not stated)
(42) COc1cc(C(=S)N2CCOCC2)cc(OC)c1OS(=O)(=O)c1ccc(Cl)cc1
(43) CSc1ccccc1NC(=O)CSc1n[nH]c(C)c1[N+](=O)[O-]
(44) O=C(CN1C(=O)NC2(CCCC2)C1=O)N1CCN(S(=O)(=O)c2ccc(Cl)c(C(F)(F)F)c2)CC1
(45) C[C@H](NC(=O)N1CCn2c1nc1ccccc12)C(=O)N1CCCCC1
(46) Cc1ccc(C#N)c(SCc2nnc(-c3ccc(Cl)cc3)o2)n1
(47) CN1OC[C@@H]2CN(Cc3ccccc3)[C@H](c3cccc(N4CCOCC4)c3)C[C@@H]21
(48) Cc1ccccc1C1c2[nH]c3ccccc3c2C[C@H]2C(=O)N(c3ccccc3C(=O)NCCCN3CCOCC3)C(=O)N12 (some centres not stated)
(49) COc1ccc(C(=O)N=C2CCC(C#N)=C3c4cc(OC)c(OC)cc4CCN23)cc1
(50) Nc1cc(=O)[nH]c(SCC(=O)N2CCC(Cc3ccccc3)CC2)n1
entry no.	41	42	43	44	45	46	47	48	49	50
EBI2 antag	-15	22	-18	-2	5	8	3	12	-6	-4
CCR6 antagonist	6	14	13	-6	4	10	-10	4	-7	2
Jurkat NFkB inh	-24	7	4	-11	-3	17	.	-4	8	-8
697 NFkB inh	-16	2	-8	-5	-5	-195	.	0	-6	12
Mdm2 MdmX PPI	-5	-3	15	22	7	88*	.	12	5	13
UPR XBP1 act	-1	-3	-1	-2	0	-5	.	-2	3	0
Gli-Sufu antag	2	34	-5	-4	-14	75*	0	1	2	2
CXCR6 inh	9	-1	7	-2	-4	-6	-5	4	5	5
CHOP UPR activ	0.1	2.9	2.1	2.8	1.3	-3.2	.	-1.3	-1.9	0.3

(51) Cc1ccc(S(=O)(=O)N2CCN(C(=O)COC(=O)Cc3cccc(C(F)(F)F)c3)CC2)c(C)c1
(52) Cc1cc(C)cc(NC(=O)c2cc(=O)c3ccccc3o2)c1
(53) Nc1nonc1-n1nnc(C(=O)N/N=C/c2ccc(OCc3ccccc3F)cc2)c1CN1CCCCC1
(54) COc1ccc(-c2nc(CS(=O)CC(=O)N3CCOCC3)c(C)o2)cc1OC (configuration not stated)
(55) Cc1cccc(-c2nnc(SCC(=O)N3c4ccccc4CCc4ccccc43)n2C)c1
entry no.	51	52	53	54	55
EBI2 antag	3	-1	2	-6	5
CCR6 antagonist	9	5	12	11	19
Jurkat NFkB inh	13	13	-62	0	5
697 NFkB inh	4	11	-52	-2	12
Mdm2 MdmX PPI	-23	15	-22	13	22
UPR XBP1 act	-3	0	-6	-5	-2
Gli-Sufu antag	-12	-6	17	45	16
CXCR6 inh	-3	-2	-5	-3	6
CHOP UPR activ	0.3	0.9	6.5	0.3	-0.1

Compounds from the list above that have bromine (2):
(16) O=C(CNC(=O)c1ccc(Br)o1)NCCc1ccc(F)cc1
(32) CCC(CC)NC(=O)COC(=O)c1cc(Br)ccc1Cl
entry no.	16	32
EBI2 antag	-3	3
CCR6 antagonist	-2	11
Jurkat NFkB inh	12	16
697 NFkB inh	23	8
Mdm2 MdmX PPI	-9	13
UPR XBP1 act	-1	-3
Gli-Sufu antag	-1	4
CXCR6 inh	-1	7
CHOP UPR activ	-0.3	0.9

Source: PubChem (Sanford-Burnham Center for Chemical Genomics)
